Mtb RmlCD inh – M. tuberculosis RmlC/RmlD inhibition | P9WH09+P9WH11 | RmlC+RmlD coupled enzyme assay, percent inhibition; primary screen in compound mixtures | inhibition, % at 3.6 µM | 160,000 compounds, 0.03% hits | AID 1533; in the data active means inhibition mostly above about 34%, no sharp cut-off; further: some results filed as inactive read as strong as hits
Target sequence (P9WH09 whole entry, looked up): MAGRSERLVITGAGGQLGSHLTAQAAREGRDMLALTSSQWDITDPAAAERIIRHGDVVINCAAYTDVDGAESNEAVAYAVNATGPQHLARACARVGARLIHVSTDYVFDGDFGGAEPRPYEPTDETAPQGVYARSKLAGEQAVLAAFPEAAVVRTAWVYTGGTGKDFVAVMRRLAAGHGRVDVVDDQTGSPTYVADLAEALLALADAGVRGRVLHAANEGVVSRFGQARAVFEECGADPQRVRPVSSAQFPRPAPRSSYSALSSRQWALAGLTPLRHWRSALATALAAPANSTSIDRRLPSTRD
Target sequence (P9WH11 whole entry, looked up): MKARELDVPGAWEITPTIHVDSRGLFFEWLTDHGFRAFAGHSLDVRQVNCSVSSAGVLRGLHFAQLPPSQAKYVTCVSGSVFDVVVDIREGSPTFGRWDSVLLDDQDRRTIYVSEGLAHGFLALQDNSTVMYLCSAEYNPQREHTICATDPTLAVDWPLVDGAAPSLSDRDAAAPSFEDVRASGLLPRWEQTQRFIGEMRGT
GlmU inhibition – inhibition of mycobacterial GlmU enzyme – biochemical, glucosamine-1-phosphate acetyltransferase (AID 1376); M. tuberculosis GlmU acetyltransferase enzyme assay; higher % means a stronger effect; inhibition, %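 (tested at 30 µM in the primary screen)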, or IC50 in µM where a hit was titrated; 220,000 compounds, 0.25% hits; in the data active means inhibition above about 13%;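 further: 0% = complete reaction with vehicle and 100% = reaction without substrate; strong numbers were not always called active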
* hit, by the source's call; . = no result given. The list is partial; rates above refer to the full screens.

molecule	Mtb RmlCD inh	GlmU inhibition
O=C(NN=c1c(=O)c2ccccc2c1=O)c1ccccc1	2	-4.7%
CCNC(=S)N(Cc1cc2cc(C)c(C)cc2[nH]c1=O)C1CCCC1	-14	5.0%
CCC(=O)Nc1cccc(NC(=O)c2ccc(C)c([N+](=O)[O-])c2)c1	31	4.0%
CN(C)S(=O)(=O)c1ccc(Cl)c(NC(=O)CN2CCC(Cc3ccccc3)CC2)c1	-10	-0.9%
CC1(C)CC(C(CCN(Cc2ccccc2)C(=O)c2ccco2)c2ccc(F)cc2)CCO1 (stereo unspecified)	.	7.5%
CCOC(=O)c1ccc(-n2c(=S)sc3c(=O)[nH]c(C)nc32)cc1	105	-0.9%
CCC(=O)N(CCc1ccccc1)Cc1cc2cc3c(cc2[nH]c1=O)OCO3	-13	5.0%
Cc1ccc(N(CC(=O)NC2CCCCC2)C(=O)Cn2nnc(-c3ccc(C)o3)n2)cc1	5	6.5%
COc1ccc(-c2oc3ccccc3c(=O)c2OC(C)=O)cc1	16	1.6%
COc1ccc(C2CC(=O)c3cnc(N)nc3C2)c(OC)c1 (stereo unspecified)	.	7.4%
O=C(NCc1ccco1)c1ccc(Cn2c(=O)c3sccc3n(Cc3cccc(F)c3)c2=O)cc1	-10	3.1%
O=C(COC(=O)c1n[nH]c2ccccc12)NC(=O)NC1CCCCC1	.	0.7%
O=C1CC(N2CCC(c3nc4ccccc4o3)CC2)C(=O)N1c1ccc(Cl)c(C(F)(F)F)c1 (stereo unspecified)	-4	4.1%
CCOC(=O)N1CCN(S(=O)(=O)c2ccc(F)c(C(=O)Nc3cc(C)cc(C)c3)c2)CC1	-8	21%
Cc1ccc[n+](CC(=O)Nc2c(Cl)cc(Cl)cc2Cl)c1	-10	6.2%
Cc1ccc2nc(SCC(=O)NCc3cccs3)[nH]c2c1	-4	-2.2%
O=C(CCl)N1N=C(c2ccco2)CC1c1cccs1 (stereo unspecified)	5	3.4%
CC(=O)Nc1nonc1-c1nc2ccccc2n1Cc1ccccn1	-7	1.0%
Cc1ccc(NC(=O)c2sc(Cl)nc2C)c(C)c1	-3	7.3%
O=C(CSc1nccn1-c1ccc(Cl)cc1)Nc1ccc2c(c1)OCO2	.	1.7%
COC(=O)CSc1nnc(-c2cccnc2)n1-c1cc(OC)cc(OC)c1	20	-3.7%
Cc1cc2c(c(=O)n1C1CC1)C(c1cccc(Cl)c1)C(C#N)=C(N)O2 (stereo unspecified)	-3	4.2%
O=C(COc1ccccc1[N+](=O)[O-])c1ccccc1	-6	0.2%
Cc1ccc(NC(=O)c2oc3ccccc3c2C)c([N+](=O)[O-])c1	6	7.4%
CCOC(=O)N1CCN(C(=O)COc2cccc3c2CCN(Cc2ccccc2C)C3=O)CC1	13	-1.1%
Cc1ccc2nc3c(cc(C#N)c(=N)n3Cc3cccnc3)c(=O)n2c1	-5	8.2%
CCOc1ccc(NC(=O)C/C(N)=N/O)cc1	-8	2.9%
COC(=O)CCC(=O)Nc1sc(Cc2ccccc2)c(C)c1C(N)=O	0	-0.9%
Cc1c(-c2ccccc2)nc(N)c(C#N)c1-c1ccco1	2	0.9%
COc1ccccc1OCCCOc1c(C)cc(C)cc1Br	.	0.7%
O=C(CSc1ncnc2nc[nH]c12)N1CCN(c2ccccc2)CC1	-4	3.9%
CCOC(=O)C1CCCN(C(=O)CN(c2ccc(OC)cc2)S(=O)(=O)c2c(C)noc2C)C1 (stereo unspecified)	6	0.3%
CCc1ccccc1N(CC(=O)N1CCN(c2ccccc2F)CC1)S(C)(=O)=O	.	0.9%
Cn1c(=O)cc(OCC(=O)NCCCN2CCN(c3ccccc3F)CC2)c2ccccc21	.	-3.0%
N/C(=N\OC(=O)c1ccc2ccccc2c1)c1ccncc1	0	-2.2%
COc1ccc(C(=O)COC(=O)C2CCCN2C(=O)C23CC4CC(CC(C4)C2)C3)cc1 (stereo unspecified)	-11	1.2%
O=C(NC(=S)Nc1ncccn1)c1ccc(Cl)cc1Cl	3	-15%
O=C(CCc1nc2ccccc2c(=O)[nH]1)NC1CCN(Cc2ccccc2)CC1	.	-2.7%
COCCNC(=O)C1CC2Cn3c(nc4cc5ccccc5cc43)C2N1C (stereo unspecified)	.	6.3%
CCCCNC(=O)c1[nH]c(C)c(C(C)=O)c1C	4	-3.0%
C=CCn1c(O)c(C=NCCN(C)C)c(=O)[nH]c1=O	.	-3.3%
O=C(CSc1ccc(-c2ccccn2)nn1)N1CCCCC1	4	2.4%
O=C(O)CN(c1ccccn1)S(=O)(=O)c1ccc(Cl)cc1	2	-3.8%
COc1ccc(Br)c2oc(SC)cc(=O)c12	.	-2.6%
COc1ccccc1NS(=O)(=O)c1ccc(Cl)c(NC(=O)C(C)N2C(=O)c3ccccc3C2=O)c1 (stereo unspecified)	9	4.8%
Cc1nc(NC(=O)c2ccccc2)sc1C1(C)CC(c2ccc(OC(F)(F)F)cc2)=NO1 (stereo unspecified)	.	-0.1%
CC(C)(C)C(=O)NC(n1cnc2c(N3CCOCC3)ncnc21)C(Cl)(Cl)Cl (stereo unspecified)	0	-2.3%
COc1cc(C(C)=O)ccc1Oc1ncnc2c1cnn2-c1ccc(C)c(C)c1	7	0.6%
CS(=O)(=O)N(CC(=O)NN=C1CCCCCC1)c1ccc(Oc2ccccc2)cc1	-5	1.4%
COc1ccc(C(=O)Oc2cccnc2)cc1	.	-4.4%
COc1cc(NC(=O)c2csc(-c3ccncc3)n2)cc(C(=O)Nc2cccc(C(F)(F)F)c2)c1	.	-0.8%
CCCn1c(SCC(=O)Nc2ccc(OCC)cc2)nnc1C(C)C	.	2.8%
O=C(CNC(=S)N(Cc1ccccc1)Cc1cccnc1)NCCc1ccccc1	.	-2.5%
CCc1ccccc1NC(=O)c1cc(-c2cccc(O)c2)on1	-8	-0.7%
Cc1cc(C)c2c(c1)[C@@H]1C=CC[C@@H]1[C@H](c1ccc(S(=O)(=O)N3CCOCC3)cc1)N2	-8	6.5%
CCN1C(=O)/C(=C/c2ccc(C)o2)N(C)C1=S	21	-6.3%
Cc1ccc(C(=O)N(CC(=O)NC2CCCC2)Cc2cccs2)s1	4	.
Cc1cc(N2CCN(c3ccccn3)CC2)n2c(nc3ccccc32)c1C#N	-4	-7.5%
O=C(Nc1ccccc1N1CCOCC1)c1ccc2c(c1)OCO2	-3	-5.0%
CCOc1ccc(S(=O)(=O)NC(Cc2cnc[nH]2)C(=O)O)cc1 (stereo unspecified)	13	0.4%

(listing goes on)
molecule	Mtb RmlCD inh	GlmU inhibition
COC(=O)c1cccc(-n2cnnn2)c1	.	0.7%
Cc1ccc2[nH]c(=O)c(-c3noc(C(C)C)n3)cc2c1	-5	-3.1%
Cc1ccc(-c2csc3nc(C)n(-n4cccc4)c(=O)c23)o1	7	1.4%
O=S(=O)(NCCC1=CCCCC1)c1cccc2nsnc12	-59	2.9%
Cc1c(Oc2ccc(C(F)(F)F)cc2[N+](=O)[O-])ccc2c3c(c(=O)oc12)CCC3	.	2.6%
O=C1N=C(N2CCN(c3ccccc3)CC2)SC1Cc1ccccc1 (stereo unspecified)	5	5.2%
N[C@H]1CONC1=O	.	3.0%
O=C(COC(=O)c1ccc(NS(=O)(=O)c2cccs2)cc1)Nc1nc2c(F)c(F)c(F)cc2s1	.	7.7%
COc1ccccc1OCC(=O)N1CC2(C)CC1CC(C)(C)C2 (stereo unspecified)	7	-1.2%
Fc1ccc(Br)cc1C1C=C(c2ccc(Br)cc2)Nc2ncnn21 (stereo unspecified)	35	-3.2%
CCN(CC)CCn1c(OC)cc(=O)[nH]c1=O	.	3.3%
FC(F)(F)c1nnc(N2CCN(c3ccc(Cl)cc3)CC2)s1	2	-1.1%
CN(CC(=O)Nc1ccccc1Br)c1ncnc2sccc12	-9	-2.7%
COc1ccc(C(C(=O)NC2CCCC2)N(Cc2ccc(F)cc2)C(=O)c2ccn[nH]2)cc1OC (stereo unspecified)	-2	-3.3%
CCOc1ccc(OCCOCCNCCOC)cc1	-10	-0.9%
COc1ccc(C(=O)c2c(C)c3ccccc3n2CC(O)CNC(C)C)cc1 (stereo unspecified)	62	-1.3%
CC(C)(C)OC(=O)N1CCCC1C(=O)NC(Cc1ccccc1)C(=O)O (stereo unspecified)	.	0.2%
NNC(=O)c1cc2c(s1)-c1cc(Cl)ccc1SC2	20	0.4%
O=C(c1nc2ccccc2[nH]1)c1ccccc1[N+](=O)[O-]	-4	2.1%
CN(C)c1nc(Nn2cnnc2)nc(N(C)C)n1	-2	2.0%
COc1ccc(S(=O)(=O)CCC(=O)N2CC(=O)N(CCc3ccccc3)C(=O)C2)cc1	-8	-2.9%
N#Cc1nc(-c2ccco2)oc1NCCN1CCOCC1	5	-2.3%
CCOC(=O)NC(=O)CSc1nc2ccc(C)cc2[nH]1	3	-4.9%
CCOC(=O)c1cncc(C(=O)O)c1	10	-2.1%
Cc1nc2ccccc2c(=O)n1-c1ccccn1	.	2.1%
CC(C)(C)CC(=O)NCc1ccc(F)cc1	12	0.4%
CC12CCC(C(=O)Nc3ccc(Cl)cc3)([C@H](Br)C1=O)C2(C)C (stereo partly specified)	-3	-0.6%
COc1ccc(/C=C2\CCCC3C2=NN(C(=O)CSc2n[nH]c(N)n2)C3c2ccc(OC)cc2)cc1 (stereo unspecified)	17	-3.2%
O=C(CCl)Nc1ccc(-c2ccccc2)cc1	4	4.1%
Cn1c(=O)c2c(nc(Br)n2CCc2ccccc2)n(C)c1=O	.	-0.3%
CCS/C(N)=N/N=C/c1cc(C)ccc1O	.	1.2%
O=C(OC1CCCCC1=O)c1cccc(S(=O)(=O)NCc2ccccc2)c1 (stereo unspecified)	-8	-2.4%
CCOC(=O)C(C(=O)NCc1ccc(F)cc1)c1ncc(C(F)(F)F)cc1Cl (stereo unspecified)	-12	1.3%
COc1ccc(NC(=O)c2cc3ccccn3n2)cc1	14	-2.6%
O=C(CSC1CC(=O)N(CCc2ccccc2)C1=O)Nc1cccc(Cl)c1 (stereo unspecified)	.	0.2%
Nc1nonc1-c1nc2ccccc2[nH]1	.	1.0%
COC(=O)[C@H]1C[C@@H]1[C@H](NC(=O)c1cccnc1)c1ccccc1	.	-9.8%
Cc1ccccc1NC(=O)C1CC(=O)N(Cc2ccccc2)C1 (stereo unspecified)	2	-3.2%
CCOC(=O)c1cc2c(=O)n3ccccc3nc2n(Cc2ccco2)c1=NC(=O)c1ccc(OC)cc1	-33	0.9%
Clc1ccc(-c2ccccc2)nn1	7	-0.7%
C=C(C)C(=O)Nc1cccc(C2=NOC3(C2)C[C@@H](C(N)=O)N(C(=O)/C=C/CC)C3)c1 (stereo partly specified)	.	5.9%
Cc1ccc(N(C(=O)Cn2nnc(-c3ccc(C)o3)n2)C(C(=O)NC2CCCC2)c2ccco2)cc1 (stereo unspecified)	-2	3.5%
O=S(=O)(NCc1ccccc1)c1ccccc1Br	2	4.2%
CC1=NC(C)Cc2ccccc21 (stereo unspecified)	.	2.1%
CN(C)C(=O)c1cccn(Cc2cccc(C(F)(F)F)c2)c1=O	-12	3.4%
O=C(CSc1oc(-c2ccco2)nc1S(=O)(=O)c1ccc(Cl)cc1)NCC1CCCO1 (stereo unspecified)	9	3.7%
CCC(=O)N1CCN(C(C)=O)C1c1ccccc1 (stereo unspecified)	.	-0.1%
CCOC(=O)c1c(C)n(C)c2ccc(OCC(O)CN3CCN(C)CC3)cc12 (stereo unspecified)	5	-0.3%
O=c1c2ccccc2nc2c3ccccc3c(NCc3ccco3)nn12	-4	.
O=C(O)CN1C(=O)SC(Nc2ccc(C(=O)O)cc2)C1=O (stereo unspecified)	-4	-0.4%
O=C1c2ccccc2C(=O)c2cc(S(=O)(=O)Nc3ccccc3)ccc21	.	-1.7%
Cc1ccc(NS(=O)(=O)c2ccc(NC(=O)c3cccs3)cc2)c(C)c1	-7	2.4%
Cc1ccc(N(C(=O)c2csnn2)C(C(=O)NC(C)(C)C)c2ccccn2)cc1 (stereo unspecified)	-7	2.5%
COc1ccccc1/C=N/n1c(C)nnc1-n1nc(C)cc1C	.	-4.4%
CCn1c(CNC(=O)c2cccs2)nnc1SCC(=O)NCCc1ccccc1	.	0.6%
Cc1ccc(C2=NN=C(NC(=O)CSc3nncn3C)SC2)cc1	-5	-3.6%
CC1CC(C)CN(C(=O)/C=C/c2ccc([N+](=O)[O-])s2)C1 (stereo unspecified)	-4	-6.4%

Five compounds out of the list, ordered by count of non-hydrogen atoms, descending:
molecule	Mtb RmlCD inh	GlmU inhibition
Cc1ccc(N(C(=O)c2csnn2)C(C(=O)NC(C)(C)C)c2ccccn2)cc1 (stereo unspecified)	-7	2.5%
O=c1c2ccccc2nc2c3ccccc3c(NCc3ccco3)nn12	-4	.
COc1ccccc1/C=N/n1c(C)nnc1-n1nc(C)cc1C	.	-4.4%
O=C(O)CN1C(=O)SC(Nc2ccc(C(=O)O)cc2)C1=O (stereo unspecified)	-4	-0.4%
CCC(=O)N1CCN(C(C)=O)C1c1ccccc1 (stereo unspecified)	.	-0.1%

Rewritten with values under each structure: 3 of the compounds above
Values run as follows: Mtb RmlCD inh | GlmU inhibition
CCC(=O)N1CCN(C(C)=O)C1c1ccccc1 (stereo unspecified)
→ . | -0.1%
Cc1ccc(NS(=O)(=O)c2ccc(NC(=O)c3cccs3)cc2)c(C)c1
→ -7 | 2.4%
O=C(O)CN1C(=O)SC(Nc2ccc(C(=O)O)cc2)C1=O (stereo unspecified)
→ -4 | -0.4%
